p97 inhibitor: inhibitors of human p97 ATPase | P55072 | recombinant p97 ATPase, Kinase-Glo ATP luminescence, 3 h | inhibition, % at 8 µM | 0.42% of 220,000 active; in the data active = inhibition above about 15%;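 also: 0% = DMSO vehicle and 100% = wells lacking enzyme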
Furin inhibitor: human furin inhibition. P09958. purified furin, fluorogenic substrate cleavage. inhibition, % at 30 µM. 0.061% of 220,000 active. AID 463115; in the data active = inhibition above about 25%; also: inactives centre near -15
Wee1 stabilizer: human Wee1 degradation inhibition, primary screen | P30291 | HeLa Luc-Wee1K328M stability, luciferase luminescence; 100% = proteasome inhibitor MG132 effect | reporter increase, % at 5 µM | 1.2% of 220,000 active;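 active = activation above the mean of all tested compounds plus 3 SD, set per screening run, cut at about 8.8% in these data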;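 also: cells exposed to compound for 20 h before luminescence read; 0% = DMSO alone and 100% = MG132 at 30 µM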
PERK inh: human PERK inhibition, primary cell-based screen. 0.17% of 220,000 active. CHO PERK-DD fusion, SEAP luminescence translation reporter. inhibition, % at 5.6 µM. Q9NZJ5. AID 1416;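 active = inhibition above the mean inhibition of all tested compounds plus 3 SD, set separately per screening campaign, cut at about 2.9% in these data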;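 also: PERK kinase domain activated by AP20187 dimerizer at 100 nM; 0% = DMSO with dimerizer and 100% = rapamycin at 8.4 µM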
Target sequence (Q9NZJ5 whole entry, looked up, the tested form may be a part): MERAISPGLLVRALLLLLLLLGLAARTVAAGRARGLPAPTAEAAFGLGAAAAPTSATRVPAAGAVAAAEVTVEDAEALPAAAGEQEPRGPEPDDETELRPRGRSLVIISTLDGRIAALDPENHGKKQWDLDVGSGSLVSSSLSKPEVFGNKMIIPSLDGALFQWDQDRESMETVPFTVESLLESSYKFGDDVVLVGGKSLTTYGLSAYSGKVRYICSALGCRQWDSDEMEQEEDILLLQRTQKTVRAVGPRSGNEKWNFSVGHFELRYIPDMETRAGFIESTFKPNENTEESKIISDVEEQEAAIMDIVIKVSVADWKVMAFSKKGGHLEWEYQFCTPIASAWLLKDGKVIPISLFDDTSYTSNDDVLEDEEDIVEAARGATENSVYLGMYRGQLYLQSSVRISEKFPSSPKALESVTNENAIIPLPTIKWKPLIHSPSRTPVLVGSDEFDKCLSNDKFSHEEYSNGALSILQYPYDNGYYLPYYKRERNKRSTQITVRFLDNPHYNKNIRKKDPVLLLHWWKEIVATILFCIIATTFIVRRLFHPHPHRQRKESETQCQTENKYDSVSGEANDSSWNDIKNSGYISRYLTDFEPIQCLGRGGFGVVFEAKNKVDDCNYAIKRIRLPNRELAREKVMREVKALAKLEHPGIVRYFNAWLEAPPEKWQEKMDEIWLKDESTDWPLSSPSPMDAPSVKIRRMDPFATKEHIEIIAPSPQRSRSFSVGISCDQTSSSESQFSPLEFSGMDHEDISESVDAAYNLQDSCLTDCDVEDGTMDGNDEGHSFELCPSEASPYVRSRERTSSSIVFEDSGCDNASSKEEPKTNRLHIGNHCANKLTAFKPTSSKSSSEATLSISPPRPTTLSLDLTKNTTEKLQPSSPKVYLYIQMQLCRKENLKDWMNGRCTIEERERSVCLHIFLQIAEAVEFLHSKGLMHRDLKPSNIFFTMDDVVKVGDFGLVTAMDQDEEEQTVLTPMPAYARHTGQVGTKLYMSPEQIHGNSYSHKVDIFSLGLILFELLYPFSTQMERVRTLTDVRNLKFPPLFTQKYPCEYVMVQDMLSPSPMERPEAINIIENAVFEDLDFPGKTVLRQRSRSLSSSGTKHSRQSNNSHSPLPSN
thrombin 1536: thrombin (human) inhibition; 0.26% of 220,000 active; P00734; alpha-thrombin, Boc-VPR-AMC fluorogenic substrate cleavage; inhibition, % at 5 µM;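 active = inhibition at or above 40%; inactive = inhibition below 40%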;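 also: 0% = enzyme with no compound and 100% = wells without enzyme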
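Test system: human alpha-thrombin; medium: pH 7.5 Tris-saline with Tween 20; times: reaction at room temperature; signal: AMC fluorescence at 355 nm excitation and 460 nm emission; also added: Boc-VPR-AMC substrate, 15 µM final; dosing: one concentration per compound, 5 µM, with 0.2% DMSO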
FXIIa inh: factor XIIa (human) inhibition; purified FXIIa, Boc-QGR-AMC fluorogenic substrate, 2 h; inhibition, % at 5 µM; 0.3% of 220,000 active; in the data active = inhibition above about 40%;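 also: 0% = enzyme with no compound and 100% = blank without enzyme; many of its hits are not listed in these tables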
KCC2 mod: KCC2 (human) Cl- transport modulation | Q9H2X9 | KCC2 cells, thallium flux FluoZin-2 fluorescence | B-score of Tl+ flux slope (higher = more flux/activation; lower = inhibition) at 10 µM | 2.2% of 190,000 active | AID 1456;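 active = thallium flux slope and its plate-corrected score both differing from the plate sample mean at a set confidence after two filtering rounds, in either direction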;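 also: slope of fluorescence scaled to starting intensity during 10 to 20 s after thallium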
hK5 inh: blocks human kallikrein 5 protease activity; Q9Y337; 0.59% of 210,000 active; inhibition, % at 5 µM; recombinant hK5, fluorogenic AMC substrate cleavage;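 active = inhibition of 40% or more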;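 also: 0% = enzyme controls without compound and 100% = no-enzyme blanks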
FXIa inh: factor XIa (human) inhibition | P03951 | purified FXIa, Boc-Glu-Ala-Arg-AMC fluorogenic substrate | inhibition, % at 5 µM | 0.14% of 220,000 active;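 active = inhibition of at least 40%; inactive = inhibition below 40%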;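 also: fluorescence of freed AMC excited at 355 nm; 0% = enzyme without compound and 100% = no enzyme blank; many of its hits are not listed in these tables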
* = called active by the depositor; · = no result given; [ ] = another dose, or the depositor's remark.

PERK inh,Wee1 stabilizer,FXIIa inh,FXIa inh,hK5 inh,p97 inhibitor,Furin inhibitor,thrombin 1536,KCC2 mod,SMILES
0.5,8,-2,-4,-4,0,-19,-8,-0.31,CC(C)OC(=O)CSc1nnc2c(n1)[nH]c1ccc(F)cc12
0.8,0,11,2,4,3,-26,3,-0.12,O=C(Nc1ccc2c(c1)OCO2)C1CCN(c2ccc(S(=O)(=O)N3CCOCC3)cc2)CC1
0.1,-3,4,-2,-4,2,-25,0,·,O=C(c1ccc(C#Cc2ccccc2)o1)N1CCN(c2ccccn2)CC1
1.7,0,7,10,-2,5,-11,10,-3.7,COC(=O)COc1ccc2c(=O)c(-c3ccccc3)coc2c1
0.6,2,5,13,-9,1,-14,-3,1.6,Cc1cccc(C(=O)N[C@H](C(=O)Nc2nccs2)C(C)C)c1
0.3,4,22,8,-7,4,-17[20 µM],7,·,Cc1ccc(-c2nnc(SCC(=O)Nc3ccc4c(c3)oc3ccccc34)n2C)c(Cl)c1
-0.9,4,1,-18,-21,-3,-3[20 µM],-7,0.63,N=C1C(c2nc(-c3ccc(F)cc3)cs2)=C(O)CN1Cc1ccc(Cl)cc1
0.3,1,9,1,-2,3,4,-6,·,CCOC(=O)C1C(=O)Nc2nc3ccccc3n2C1C(C)C (stereo not drawn)
0.7,-2,8,1,-48,6,-17,3,0.0068,O=C1CC(Sc2nnc(-c3ccccc3O)o2)C(=O)N1c1ccccc1 (stereo not drawn)
-1.1,0,10,3,-3,8,-24,-4,0.29,O=C(Cc1ccccc1)Nc1ccc(C(=O)NCC2COc3ccccc3O2)cc1 (stereo not drawn)
-1.2,-4,16,8,-6,-4,-11[20 µM],3,-0.24,CCn1cc([N+](=O)[O-])c(C(=O)N2N=C(c3cccc4ccccc34)CC2c2ccccc2O)n1 (stereo not drawn)
-0.2,1,7,0,-15,2,-6[20 µM],-2,0.75,CC(=O)Nc1ccc(NS(=O)(=O)c2ccc3ccccc3c2)cc1
0.7,-1,19,16,-14,1,-17,0,0.65,COc1ccc(CCNC(=O)C(C(=O)c2ccc(F)cc2)n2ccccc2=O)cc1OC (stereo not drawn)
-0.5,0,19,13,5,1,-12,4,·,CCc1sc(NC(=O)COC)nc1-c1ccccc1
0.2,-2,4,9,-11,-3,-11,-1,-1.6,Fc1cccc(CSc2nnc3ccc(-c4ccncc4)nn23)c1
0.1,-3,7,-5,-15,1,-20,3,-0.11,O=C(NCC1CCCO1)c1ccc(CNS(=O)(=O)c2cccc(Cl)c2)cc1 (stereo not drawn)
1.2,-1,4,-4,-11,6,-35,2,0.58,Cc1ccc(NC(=O)c2ccn(C(=O)Nc3ccccc3)n2)c(C)c1
-0.1,5,8,4,0,3,-32,·,1.4,Fc1ccc(/C=N/Nc2nnnn2-c2ccccc2)cc1
0.4,3,4,-1,-4,6,-7,-5,-0.72,CC(=O)c1oc2ccccc2c1N
1.8,-3,13,3,3,2,-12,4,0.07,O=C(O)COCC(=O)Nc1ccccc1-c1ccccc1
-0.1,4,15,12,·,-4,-9,39,-1.9,Cc1ccccc1CC1(CO)CCCN(C(=O)CCC(=O)c2ccccc2)C1 (stereo not drawn)
0.5,3,12,-3,0,2,-20,-8,0.46,Cc1ccc(S(=O)(=O)N2CCN(CC(=O)N(CC(C)C)c3c(N)n(CC(C)C)c(=O)[nH]c3=O)CC2)c(C)c1
1.2,-1,7,-5,-8,8,-18,-8,·,O=S(=O)(c1ccccc1)c1ccccc1/C=N\O
·,·,11,7,5,·,-17,10,0.7,C[C@@H]1Cc2c(O)c(O)cc(O)c2C(=O)O1
-0.7,3,10,2,2,0,-11,1,-0.014,CCOC(=O)CSc1nnc(-c2ccc3ncccc3c2)n1C
0.6,0,8,4,3,-2,-16,-1,-1.7,COc1cc(NC(=O)CSc2nnc(NC(C)C)s2)cc(OC)c1OC
1.3,-2,-2,-1,-7,2,9[20 µM],-10,1.5,CCn1c(SC)nnc1-c1nnc(SC)n1CC
-0.2,-1,11,4,-9,0,-9,1,-1.1,c1coc(-c2nc3nc4ccccc4nc3n2-c2ccc3c(c2)OCCO3)c1
-1.7,-3,-9,-6,0,-8,0,-12,-2.6,COc1ccc(NCc2nc3ccccc3n2CCOc2ccc(C)cc2)cc1
-0.2,-2,5,-2,-8,-4,-9,-6,-0.35,C/C(N)=C(/C#N)C(=O)COC(=O)C(c1ccccc1)c1ccccc1
1.9,4,2,-3,-8,2,-27,3,0.37,COc1cccc(CN2CCC(C(=O)N3CCC(C)CC3)CC2)c1
-0.2,0,2,-6,-14,-5,-15,-10,-2.6,Cc1ccccc1NC(=O)COC(=O)c1ccc(CSc2ccc(Cl)cc2)cc1
1.6,3,5,9,-2,-2,-32,1,2.2,CC1=C(O)C(=O)OC1c1c(Cl)cccc1Cl (stereo not drawn)
1.2,1,8,1,-5,6,-11,-6,0.76,CCOC(=O)c1cc(=O)c2ccc(OCC(=O)Nc3ccc(F)cc3)cc2o1
1.4,3,-2,-7,-38,-2,-15,-4,-0.59,CC(=O)Oc1ccc(OC(C)=O)c(SCCCCCCl)c1
-0.8,-1,-1,11,-12,-2,-6,-11,·,Cn1cccc1/C=N/n1cnnc1
-0.6,-1,-3,2,7,1,-11,-3,-2,CCN(C(=O)CSc1nc2nc(C)cc(C)n2n1)c1cccc(C)c1
0.3,-3,10,3,-15,2,-15,-17,0.46,CCOc1cc(NC(=S)NCCCN2CCOCC2)c(OCC)cc1NC(=O)C1CC1
-1.1,-3,12,-2,2,-3,-23,-3,-0.43,O=C(Nc1cccc(O)c1)c1cccc(S(=O)(=O)N2CCCC2)c1
-0.4,-2,3,1,-27,5,-19,-7,-0.48,Cc1ccc(C#CC[N+]2(CC#Cc3ccc(C)cc3)CCCCC2)cc1
0.2,-1,7,1,1,-3,-14,1,·,O=S(=O)(c1ccc(Br)cc1)N1CCN(c2ccc3nnc(-c4ccccc4)n3n2)CC1
-0.5,-3,15,8,34,-7,-5,9,1.1,CN(C1CCCC1)C1CCN(C(=O)CNC(=O)/C=C/c2ccccc2)CC1
0.5,2,10,0,1,3,-22,3,-0.18,CCN(C(=O)c1ccc(Cl)c([N+](=O)[O-])c1)c1ccccc1
1.2,-2,0,2,-13,2,-17,8,-0.063,S=C(NCc1ccccn1)Nc1cccc(Cl)c1
1.1,-1,7,-3,-2,7,-17,-2,1.1,OC(COc1ccc2ccccc2c1)Cn1ccnc1 (stereo not drawn)
1.6,1,16,4,-8,-5,-18,1,-0.72,Cc1cc(F)ccc1S(=O)(=O)Nc1c(C)n(C)n(-c2ccccc2)c1=O
0.7,2,-3,-6,-22,-2,-21,1,1.5,Cc1cccc(NC(=S)NCc2ccc3c(c2)cc(C)n3C)c1C
0.3,5,·,1,3,5,-26,0,-0.15,CC(=O)Nc1cc(Cl)c(N=Cc2ccc(O)cc2O)cc1Cl

Fetched one by one from above, 4 records:
PERK inh,Wee1 stabilizer,FXIIa inh,FXIa inh,hK5 inh,p97 inhibitor,Furin inhibitor,thrombin 1536,KCC2 mod,SMILES
0.7,2,-3,-6,-22,-2,-21,1,1.5,Cc1cccc(NC(=S)NCc2ccc3c(c2)cc(C)n3C)c1C
-1.1,-3,12,-2,2,-3,-23,-3,-0.43,O=C(Nc1cccc(O)c1)c1cccc(S(=O)(=O)N2CCCC2)c1
0.3,4,22,8,-7,4,-17[20 µM],7,·,Cc1ccc(-c2nnc(SCC(=O)Nc3ccc4c(c3)oc3ccccc34)n2C)c(Cl)c1
-0.9,4,1,-18,-21,-3,-3[20 µM],-7,0.63,N=C1C(c2nc(-c3ccc(F)cc3)cs2)=C(O)CN1Cc1ccc(Cl)cc1

The listing continues:
PERK inh,Wee1 stabilizer,FXIIa inh,FXIa inh,hK5 inh,p97 inhibitor,Furin inhibitor,thrombin 1536,KCC2 mod,SMILES
-1.0,-2,1,3,-2,2,-10[20 µM],9,·,COc1ccc2nc3oc(C(=O)NC4CCN(Cc5ccccc5)CC4)cc3cc2c1
1.6,-1,13,2,4,5,-2,3,-2,Cc1ccc(C)c(N2C(=N)S/C(=C\c3ccc(-c4ccccc4C(=O)O)o3)C2=O)c1
-0.3,0,14,7,-19,3,-23,4,·,Cc1ccc(O)c(-c2cc(C(=O)NCc3ccncc3)[nH]n2)c1
0.8,-1,3,-3,3,-1,-18,-2,-0.02,CCCSc1nc(=S)n(Cc2ccccc2)c(C)c1C(C)=O
1.2,0,5,7,-9,2,-12,1,0.38,COCCCNC(=O)C(=O)NC1CCCCCC1
-0.1,-1,37,7,58*,-2,-18,30,1.6,COc1cccc(CNc2ccc3c(c2)ncn3C(C)C)c1OC
0.0,-3,8,-3,-5,6,-9,1,1.2,NC(=S)N/N=C\c1c2ccccc2cc2ccccc12
-0.7,-1,11,2,2,-8,-8,-8,-0.26,COC(=O)c1ccccc1NC(=O)CSc1nc2cccnc2n1C
0.7,0,16,5,-17,2,-17[20 µM],2,-0.0053,CSC(=O)CC(=O)NC(=O)c1ccccc1
-1.3,2,2,2,-4,-4,-15[20 µM],-11,-0.38,Cc1ccc(Nc2nc(N)nc(CN3CCN(Cc4ccc5c(c4)OCO5)CC3)n2)cc1
-0.2,0,21,7,22,5,-20[20 µM],10,-0.93,CCCC(=O)Nc1nc(C)c(-c2csc(Nc3ccccc3C)n2)s1
1.1,-2,1,-4,-15,-4,-22,-4,-1.3,COc1ccc(/C=N/n2cnc3scc(-c4cccs4)c3c2=O)cc1OC

With a hit mark in hK5 inh (from the list above):
PERK inh,Wee1 stabilizer,FXIIa inh,FXIa inh,hK5 inh,p97 inhibitor,Furin inhibitor,thrombin 1536,KCC2 mod,SMILES
-0.1,-1,37,7,58*,-2,-18,30,1.6,COc1cccc(CNc2ccc3c(c2)ncn3C(C)C)c1OC

Next structures follow.
PERK inh,Wee1 stabilizer,FXIIa inh,FXIa inh,hK5 inh,p97 inhibitor,Furin inhibitor,thrombin 1536,KCC2 mod,SMILES
0.7,-2,2,4,-5,3,-22,·,1.5,CN(C)S(=O)(=O)c1cccc(NC(=S)N2CCCCC2CO)c1 (stereo not drawn)
-0.9,1,-14,-8,-23,-7,-6[20 µM],-11,-0.92,CC(Sc1nnc(Cc2cccs2)n1C1CCCCC1)C(=O)NCc1ccco1 (stereo not drawn)
-0.5,1,3,16,-19,-1,-29,-2,1,CN(C)CCCCOc1ccccc1F
-0.8,-2,·,-4,-4,3,-31,-5,2.1,COc1cc(NC(=S)Nc2ccccn2)c(OC)cc1Cl
0.4,-2,12,3,3,5,-15,2,0.033,Nc1ccc(C(=O)N/N=C\C=C\c2ccc([N+](=O)[O-])cc2)cc1
0.9,-2,30,21,0,0,-25,2,0.63,Cc1nc2ccccc2c(=O)n1/N=C/c1ccccc1
1.6,-1,9,2,0,2,-24,-5,0.061,Clc1ccccc1Cc1noc(CN2CCSCC2)n1
0.6,-1,8,1,1,0,-13,3,-0.12,COc1ccc2c(Cl)c(C(=O)OCC(=O)c3ccc4c(c3)NC(=O)CO4)sc2c1Cl
0.8,0,8,-4,-1,-3,-19,-10,0.2,Cc1ccc(NC(=O)C2CCCN2C(=O)Oc2ccccc2)c(C)c1 (stereo not drawn)
-0.4,-1,27,3,29,-1,-5,29,-0.66,CCOc1ccnc(OCC)c1Br
0.4,-3,9,0,·,3,-26,-3,0.16,COc1ccc(C(=O)N2CCN(Cc3nc(CC4CC4)no3)CC2)cc1
0.6,12*,9,4,-6,4,-17,-7,-0.42,Fc1ccccc1/C=N/Nc1ncnc2ccccc12
-0.9,2,10,4,-4,7,-5,-2,·,Cc1ccc2nc(CSc3nnc(Nc4ccccc4C)s3)cc(=O)n2c1
1.3,1,10,5,·,7,-18,-2,-1.7,CCCN1C(=O)/C(=C/c2ccccc2OCc2ccc(C(=O)O)cc2)NC1=S
-0.1,0,6,9,-7,0,-22,-2,0.7,CCN(C(=S)Nc1cccc(C)c1)c1ccccc1

Outcome played no part in choosing rows. Share with any hit: about 4.4%.
